Screens deposited in PubChem by Sanford-Burnham Center for Chemical Genomics.
TAG inh: triacylglycerol accumulation inhibition | H9c2 cells, Nile Red lipid (TAG) fluorescence; cells loaded with 200 µM oleic acid | inhibition, % at 12.5 µM | 230,000 compounds, 0.66% hits;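 active = pattern-corrected inhibition of lipid staining of at least 50% with the nuclear-stain viability signal not falling by more than 50%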;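 also: 0% = DMSO wells and 100% = triacsin C control wells; some results filed as inactive read as strong as hits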
TAG inh DAPI viability: also measured in TAG inh; calls as there; DAPI nuclei signal change (viability), lower = more cytotoxic, %;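 whole-well DAPI fluorescence read on a plate reader as a viability signal; minus 50 percent equals half of cells still viable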
Starred values were filed as active, the others as inactive.

SMILES	TAG inh	TAG inh DAPI viability
Cc1ccc(C(=O)OCC(=O)c2ccc(Cl)s2)s1	-2	10
COc1cc2c(cc1NC(=O)COC(=O)CNS(=O)(=O)c1ccc(C)cc1)oc1ccccc12	19	6
CC1(C(=O)NS(=O)(=O)C2CC2)CCCN(C(=O)COc2ccc(Cl)cc2Cl)C1 (stereo not drawn)	14	-12
Cc1ccc(Cl)cc1N1CCN(Cc2nc3ccsc3c(=O)[nH]2)CC1	-4	0
CC1CC(C)CN(C(=O)COC(=O)c2cc(S(=O)(=O)N3CCOCC3)ccc2F)C1 (stereo not drawn)	8	-7
Fc1ccc(-c2csc(N3CCSCC3)n2)cc1	9	-4
CCC1(CC)Cc2ccccc2C(=C(C#N)C#N)N1	-15	4
CCn1c(=N)c(S(=O)(=O)c2ccccc2)cc2c(=O)n3ccccc3nc21	-14	36
Cc1nn(CCO)c2c1C(=O)CCC2	-6	-9
Clc1ccc2c(NCc3ccco3)ncnc2c1	-19	10
COc1ccc(NC(=O)c2cccc(S(=O)(=O)N3CCOCC3)c2)cn1	-1	1
O=C(/C=C/c1ccc(O)c(O)c1)c1ccccc1O	24	-22
O=C(NCCSCc1ccco1)Nc1cc(Cl)cc(Cl)c1	-13	0
COc1ccc(S(=O)(=O)n2ccc(C(C)Oc3ccc(-c4ccccc4)c(F)c3)n2)cc1 (stereo not drawn)	-9	8
Cc1c(C(=O)NCc2ccc3c(c2)OCCO3)sc(=O)n1Cc1ccccc1C(F)(F)F	-17	-4
N#Cc1ccccc1NC(=S)NC(=O)C1CCC1	11	-9
CCOC(=O)N1CCN(S(=O)(=O)c2ccc(C(=O)NNc3nc4ccc(Cl)cc4s3)cc2)CC1	-6	2
CNC(=O)c1ccc(-c2nc(-c3ccccc3)cs2)cc1	0	4
Cc1c(NS(=O)(=O)c2cc(NC(=O)CCN3CCCC(C)C3)ccc2Cl)c(=O)n(-c2ccccc2)n1C (stereo not drawn)	-2	3
C(=N\Nc1ncnc2sc3c(c12)CCC3)/c1ccncc1	2	1
COc1ccccc1-n1nnnc1SCc1ccccc1	-2	-3
Cc1ccc(N2Cc3ccccc3OC(C)C2=O)cc1 (stereo not drawn)	-12	-1
Oc1ccc(-c2n[nH]c(=S)n2-c2ccc3c(c2)OCCO3)cc1	19	-3
COc1ccc(F)cc1-c1cc(NC(C)=O)c2ncc(-c3cc(OC)c(OC)c(OC)c3)n2c1	41	-36
O=C(NCC1CC1)c1ccc(-n2ccnc2)c2ccoc12	14	-3
C[C@@]12C(=O)N(Cc3ccco3)CC(=O)N1[C@H]1c3cc(Cl)ccc3OC[C@@H]1[C@@H]2c1ccccc1	-20	2
COCCNc1nc(-c2ccc(OC)cc2C)c2sc(-c3ccccc3)cc2n1	60*	-44*
Cc1ccc(C2(O)C(=O)c3ccccc3C2=O)c(O)c1C	-6	4
CCc1c(C)nc(SCC(=O)N2CCCCC2C)[nH]c1=O (stereo not drawn)	-5	2
CCN(CC)CCN1C(=O)C(O)=C(C(C)=O)C1c1ccccc1[N+](=O)[O-] (stereo not drawn)	9	3
O=C(COC(=O)/C=C/c1cccs1)Nc1ccc(Cl)cc1F	-13	15
COc1ccc(C(=O)N2CCC(C(N)=O)CC2)cc1S(=O)(=O)N1CCCC1	13	-8
CC(C)NC(=O)C1(C)Cc2c(-c3ccc(N(C)C)cc3)ccnc2O1 (stereo not drawn)	-4	9
CC(Oc1ccccc1)C(=O)Nc1cccc(-c2nc3ccccc3[nH]2)c1 (stereo not drawn)	-5	-5
Cn1c(=O)c2c(nc(NC3CCCCC3)n2CC(=O)C23CC4CC(CC(C4)C2)C3)n(C)c1=O	21	2
O=C(CN1CCSC1=NCc1ccccc1)c1ccc(Cl)c(Cl)c1	3	27
Cc1ccc(NC(=O)C(OC(=O)c2ccc(F)cc2)c2ccccc2)cc1Cl (stereo not drawn)	-28	-12
FC(F)(F)c1ccccc1-n1c(CN2CCCCC2)n[nH]c1=S	-1	2
CCCN1C(=O)N(c2cccc(C)c2)C(C)(O)CC1(C)C (stereo not drawn)	-2	-5
COc1ccc(NC(=O)CC(c2ccccc2)c2ccco2)cc1 (stereo not drawn)	-21	7
COc1ccc(NC(=O)CSc2nc(C)cs2)c(OC)c1	-1	5
Cc1ccc(Cn2c(=O)oc3ccccc32)cc1	-22	11
COC(=O)C1CCN(Cc2ccc(C)cc2)CC1	-9	7
CCOC(=O)C(=NC(C)(C)C)NNc1cc(Cl)ccc1Cl	0	15
CC(O)c1nc2ccccc2n1CCCOc1ccccc1 (stereo not drawn)	3	-2
COc1cc(S(=O)(=O)N2CCN(C(=O)c3cccs3)CC2)ccc1NC(C)=O	-4	15
CCOC(=O)Cc1csc(SCC(=O)NC2CCCC2)n1	-23	-3
O=C(COC(=O)C1CC2CCCC(C1)C2=O)c1cccc(Br)c1 (stereo not drawn)	-9	4
COC(=O)c1cccc(Oc2nc3c(c(=O)n(C)c(=O)n3C)n2Cc2ccc(C)cc2)c1	5	-11
CCCCCCCN=C(C)c1ccccc1O	1	10
CCn1nc(NC(=O)Cc2ccc(OC)cc2)c2cc3cc(C)ccc3nc21	16	-8
COc1ccc2c(c1)c(C(=O)N/N=C/c1ccccc1Cl)c(C)n2C	10	-13
COc1ccc(NC(=O)N(C)[C@H]2C[C@H]3c4[nH]c5ccc(-c6cccc(C)c6)cc5c4CCN3C[C@H]2[C@H](C)O)cc1	46	-10
CC1CCN(C(=O)C2CCC(CNS(=O)(=O)c3ccc4c(c3)C(C)(C)C(=O)N4C)CC2)CC1 (stereo not drawn)	21	-17
Cc1ccc(NC2=NCC(=O)N2Cc2ccc3c(c2)OCO3)c(C)c1	35	-13
CCN(CC)CCN(C(=O)CCOc1ccccc1)c1nc2c(F)cc(F)cc2s1	8	-2
Cc1nn(CC(=O)OCC(=O)NCCc2ccc(F)cc2)c(C)c1[N+](=O)[O-]	-2	-7
COc1cc(CO)c(OC)c([N+](=O)[O-])c1	3	-3
CCOC(=O)Cn1c(=O)oc2cc(S(=O)(=O)N3CCC(N4CCCCC4)CC3)ccc21	-1	4
CCCS(=O)(=O)NC(=O)C1(C)CCN1C(=O)Cc1ccc(-c2ccccc2)cc1 (stereo not drawn)	-10	5
Other structures:
SMILES	TAG inh	TAG inh DAPI viability
Clc1cccc(Cl)c1NC1=NCCC1	0	-6
COc1ccc2cc(CCN3C(=O)c4ccccc4C3=O)c(=O)[nH]c2c1	-8	-1
COc1cc(CN(C)CC(=O)c2[nH]c(C)c(C(C)=O)c2C)ccc1OC(F)F	-44	-2
CC(C)(C)NC(=O)CC1C[C@H](C(=O)N2CCCCC2)[C@@]2(CCc3ccccc3)c3[nH]c4ccccc4c3CCN2C1=O (stereo partly drawn)	-3	7
Cc1nc(SCc2cccc(F)c2)c2oc3ccccc3c2n1	-14	8
CN(c1ccccc1)S(=O)(=O)c1ccc(-c2ccccc2)cc1	-14	0
Cn1cc(SCC(=O)NC2CCCCC2)c2ccccc21	12	-4
COc1cccc(CNC(=O)CSCc2cnn(-c3ccccc3)c2-n2cccc2)c1	14	4
CCCCCc1c(C)nc(N2CCc3ccccc32)[nH]c1=O	-26	10
Cc1cc(C)n(-c2nc(-c3ccc(Cl)cc3)cs2)n1	-17	2
c1ccc(CN2CCC(=NNc3nc4ccccc4[nH]3)CC2)cc1	-9	-4
Cc1ccccc1Cn1nc(C)c(NC(=O)c2cc(-c3ccco3)on2)c1C	-10	-11
CN(C)S(=O)(=O)N1CCc2ccc(NC(=O)C3CCCO3)cc2C1 (stereo not drawn)	-5	3
Fc1ccc(N2CCN(C(=S)NCc3ccco3)CC2)cc1	-2	-3
O=S(=O)(c1cnc(Cl)c(Br)c1)N1CCc2ccccc21	5	-2
N#C/C(=C\c1ccc(-c2cccc([N+](=O)[O-])c2)o1)C(=O)NCCN1CCOCC1	0	-9
COCCn1ccc2c(OCC(=O)Nc3cccc(NC(C)=O)c3)cccc2c1=O	10	3
CC(C)(C)c1ccc(S(=O)(=O)NCCc2ccncc2)cc1	-28	5
O=C(NCCCn1ccnc1)NC(C(F)(F)F)C(F)(F)F	13	-3
Cc1nn(C)cc1S(=O)(=O)NCc1ccccc1Cl	17	2

Look-ups from the entries so far:
Value of CCCCCc1c(C)nc(N2CCc3ccccc32)[nH]c1=O under TAG inh: -26
Value of CN(c1ccccc1)S(=O)(=O)c1ccc(-c2ccccc2)cc1 under TAG inh: -14

Next records follow:
SMILES	TAG inh	TAG inh DAPI viability
Cc1ccc(C)c(S(=O)(=O)N2CCN(C(=O)Cn3cnc4c3c(=O)n(C)c(=O)n4C)CC2)c1	2	2
CCOc1ccc2[nH]c(=O)c(CN(CCO)Cc3nnnn3CCc3ccccc3)cc2c1	15	-4
CCOc1ccc(NC(=O)NCCCn2c(C)nc3cc(C)c(C)cc32)cc1	-11	-3
O=C(C=Cc1ccccc1)CC(c1ccccc1)N1CCOCC1 (stereo not drawn)	-14	0
Cc1cccc(C)c1NC(=O)CN1CCN(C(=O)CCC(=O)N2CCC(c3ccccc3)=N2)CC1	7	-2
CC(=O)Nc1cccc(/C(C)=N/NC(=O)c2ccc(NS(=O)(=O)c3cccs3)cc2)c1	4	1
Cc1ccc(NC(=O)Nc2ccc3c(c2)CCC3)cc1C	1	3
O=C(NCc1ccccc1C(F)(F)F)C12CN(Cc3ccccc3)CC1C(c1ccc([N+](=O)[O-])cc1)=NO2 (stereo not drawn)	-8	-7
O=C(Nc1ccc2c(c1)OCO2)C1CCN(S(=O)(=O)c2cccc3cccnc23)CC1	7	-18
Cc1c(NC(=O)COC(=O)C2(c3ccccc3F)CCCC2)c(=O)n(-c2ccccc2)n1C	-4	-14
S=c1[nH]c2ccc(Cl)cc2[nH]1	1	1
CN(CC(=O)Nc1ccc(F)cc1)C(=O)CN1C(=O)NC2(CCCCC2)C1=O	0	-3
Cc1ccc(S(=O)(=O)N2CCC(C(=O)N3CCN(c4ccccn4)CC3)CC2)cc1	2	2
COc1ccc(C(=O)CSc2nnc(Cn3cnc4ccccc43)o2)cc1	-16	4
Clc1ccc(-n2ncc3c(N4CCCCCC4)ncnc32)cc1	-8	2
CCOc1ccc(NC(=O)NNC(=O)c2ccc(CC)s2)cc1	3	18
O=C(Cc1ccc(NC2=NC3CS(=O)(=O)CC3S2)cc1)NCc1ccccc1 (stereo not drawn)	-10	-1
COC(=O)Nc1ccc2c(c1)OCO2	5	-9
CCOC(=O)c1[nH]cnc1C(=O)Nc1ccc(Cl)cc1	19	0
CCOc1ccc(C(C)NC(=O)c2ccc3c(c2)NC(=O)C(C)S3)cc1OCC (stereo not drawn)	29	-9

Pulled by compound from above:
SMILES	TAG inh	TAG inh DAPI viability
O=C(Cc1ccc(NC2=NC3CS(=O)(=O)CC3S2)cc1)NCc1ccccc1 (stereo not drawn)	-10	-1
CCOc1ccc(NC(=O)NNC(=O)c2ccc(CC)s2)cc1	3	18
CCOc1ccc2[nH]c(=O)c(CN(CCO)Cc3nnnn3CCc3ccccc3)cc2c1	15	-4
Cc1ccc(S(=O)(=O)N2CCC(C(=O)N3CCN(c4ccccn4)CC3)CC2)cc1	2	2

Full records from above. Order of screens: TAG inh, TAG inh DAPI viability
CN(CC(=O)Nc1ccc(F)cc1)C(=O)CN1C(=O)NC2(CCCCC2)C1=O is entered as 0, -3
Cc1ccc(NC(=O)Nc2ccc3c(c2)CCC3)cc1C is entered as 1, 3

(more compounds)
SMILES	TAG inh	TAG inh DAPI viability
Cc1cccc(NC(=O)C2CCN(S(=O)(=O)c3ccc4c(c3)C(C)(C)C(=O)N4C)CC2)c1C	2	-12
COc1ccc(NC(=O)Cn2nc(C)c3ccccc3c2=O)cc1	2	1
CCCCC(=O)Nc1ccccc1Oc1ccccc1	-1	-2
COC(=O)N=Nc1c(O)n(Cc2ccccc2)c2ccccc12	-38	4
CCN(CC)C(=O)C1=C(C)N(Cc2ccc(F)cc2)C(=O)C(CC(=O)NCCN2CCOCC2)C1 (stereo not drawn)	-5	-6
O=C(NC(=S)Nc1nc(-c2ccc(Br)cc2)cs1)c1ccco1	-1	-1
O=C(COC(=O)CCOc1ccccc1)NCc1ccco1	6	2
COc1ccccc1N1C(=O)C=C(Sc2nc(C)cc(C)n2)C1=O	3	-6
CCCCN1CC(O)=C(c2nc(-c3ccc(Br)cc3)cs2)C1=N	-19	-2
O=C(NCc1ccco1)c1ccc(CNc2c(N3CCCCC3)c(=O)c2=O)cc1	6	-14
O=C(O)c1cnn(-c2ccccc2)c1-c1ccccc1	-8	-1
COc1cccc(-c2nc3cc(C)ccc3o2)c1	-6	5
c1ccc(-c2ccncc2)nc1	13	-3
O=C(/C=C/c1ccccc1)NCCC1=CCCCC1	-5	2
O=C(Nc1ccccc1F)c1ccccc1C(=O)Nc1ccccc1F	2	1
COc1ccc2c(=O)c3c(=O)n(-c4ccccc4)c(-c4ccco4)nc3oc2c1	16	11
C[C@H](CO)N1C[C@H](C)[C@@H](CN(C)C(=O)Nc2ccc(C(F)(F)F)cc2)Oc2ccc(NC(=O)Cn3cnnn3)cc2C1=O	11	-12
O=C(CSc1nnc(-c2cccnc2)n1Cc1ccco1)N1c2ccccc2Sc2ccccc21	-8	-3
CCc1ccnc(NS(=O)(=O)c2ccc3c(c2)CCO3)c1	-16	1
CCC1C(=O)Nc2nc(-c3ccccc3)c(-c3ccccc3)n2N=C1C (stereo not drawn)	23	-14
COc1ccccc1NS(=O)(=O)c1cc(N/C(=N/S(=O)(=O)c2ccccc2)c2ccc(F)cc2)ccc1Cl	-1	-4
CC1Cc2ccccc2N1CC(=O)NCc1ccc2c(c1)OCO2 (stereo not drawn)	-4	-5
O=C(O)c1ccccc1-n1c(-c2ccccc2)cc2c1CCCC2=O	4	4

Five neighbouring records from above, for reference:
SMILES	TAG inh	TAG inh DAPI viability
CN(CC(=O)Nc1ccc(F)cc1)C(=O)CN1C(=O)NC2(CCCCC2)C1=O	0	-3
Cc1ccc(S(=O)(=O)N2CCC(C(=O)N3CCN(c4ccccn4)CC3)CC2)cc1	2	2
COc1ccc(C(=O)CSc2nnc(Cn3cnc4ccccc43)o2)cc1	-16	4
Clc1ccc(-n2ncc3c(N4CCCCCC4)ncnc32)cc1	-8	2
CCOc1ccc(NC(=O)NNC(=O)c2ccc(CC)s2)cc1	3	18

The list is partial (hit frequency here may not be typical).
